G9a inh: blocks human histone lysine methyltransferase G9a; Q96KQ7; G9a H3K9 monomethylation, AlphaScreen, 2 h; Potency, µM (highest dose often 102 µM), for inactives: top-dose activity, negative = inhibition, usual class: inhibitors; 350,000 compounds, 8.8% hits; AID 504332; note: potency is the fitted concentration of half-maximal effect; % is set by controls: 0 for no effect and ±100 for the full control effect; nearly all actives have a fitted effect of over 75% in size
Target sequence (Q96KQ7 913-1193 limits assumed): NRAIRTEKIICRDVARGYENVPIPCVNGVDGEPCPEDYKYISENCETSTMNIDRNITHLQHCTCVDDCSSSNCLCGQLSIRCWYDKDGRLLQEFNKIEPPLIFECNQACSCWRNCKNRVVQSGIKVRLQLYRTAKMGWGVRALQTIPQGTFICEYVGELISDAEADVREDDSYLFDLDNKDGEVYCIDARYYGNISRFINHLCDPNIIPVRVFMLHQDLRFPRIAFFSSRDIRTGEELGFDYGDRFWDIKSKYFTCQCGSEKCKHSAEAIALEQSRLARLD
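Methyltransferase reactions run at room temperature for 2 h (20 nM enzyme, 500 nM biotin-H3K9 peptide, 20 uM SAM) after a 15 min compound preincubation; product detected by AlphaScreen beads and anti-H3K9me1 antibody.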
ERG-DNA inh: ERG Ets/DNA interaction inhibition; fluorescence polarization, His-ERG Ets domain / labelled DNA; AID 624246; P11308; Potency, µM (titrated, usually from 76.9 µM), inactives show at the top dose FP activity, negative = inhibition, actives largely listed as inhibitors; 370,000 compounds, 0.028% hits; active = well fitted inhibition curve with a large enough effect in the polarisation, with a control signal flat; inconclusive = small, poorly fitted or top-dose-only effect, or effect the other way, or a change in a side signal; inactive = no such curve, though single readings can be large or run the other way; the % refers to the polarisation;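 note: polarization taken with two DNA probes labelled with fluorescein and Texas red; potency is the fitted concentration of half-maximal effect; % of control where 0% means no effect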
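His-tagged ERG Ets domain (1 uM in the protein solution; 300mM KCl, 50mM Tris-HCl, 1mM EDTA, 1mM DTT, pH 7.5) received compound, then a probe mix of 5 nM fluorescein-DNA and 100nM Texas-615-DNA. Fluorescence polarization was read for both dyes.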
JMJD2A Tudor inh: JMJD2A Tudor domain (human) inhibition; 390,000 compounds, 4.4% hits; AlphaScreen JMJD2A-Tudor / H3K4me3 peptide binding; AID 504339; Potency, µM (doses to about 114 µM), inactives show at the highest dose activity change, negative = inhibition, hits mostly inhibitors; O75164; note: potency is the fitted concentration of half-maximal effect; % is set by controls: 0 for no effect and ±100 for the full control effect; nearly all actives have a fitted effect of over 50% in size
RGS4 inh: inhibitors of human regulator of G protein signaling 4 | P49798 | Transcreener GDP fluorescence polarization, RGS4-accelerated GTP hydrolysis | Potency, µM (titrated, usually from 114 µM), for inactives: at the highest dose activity change, negative = inhibition, actives largely listed as inhibitors | 390,000 compounds, 0.039% hits | AID 504845; note: potency is the fitted concentration of half-maximal effect; % is set by controls: 0 for no effect and ±100 for the full control effect; nearly all actives have a fitted effect of over 75% in size; some results filed as inactive show a strong effect at the top dose
Target sequence (P49798 whole entry, looked up): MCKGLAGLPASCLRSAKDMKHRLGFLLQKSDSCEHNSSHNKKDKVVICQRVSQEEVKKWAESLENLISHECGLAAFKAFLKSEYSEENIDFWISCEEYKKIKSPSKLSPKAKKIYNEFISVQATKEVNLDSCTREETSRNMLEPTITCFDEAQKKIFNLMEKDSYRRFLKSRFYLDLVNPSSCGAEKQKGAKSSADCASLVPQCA
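MLSMR compounds (23 nl, pin-transferred) preincubated 10 min at room temperature with a 500nM (2x) first reagent, then RGS4 at 900nM (2x) plus Transcreener GDP mix added; fluorescence polarization (620/688 nm) read before and after 90 min at 30 °C.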
HP1b chromo inh: HP1-beta chromodomain-methylated histone interaction inhibition; P83916; AlphaScreen HP1-beta / biotin-H3K9me3 peptide binding; Potency, µM (series often up to 114 µM), inactives show at the top dose activity change, negative = inhibition, usual class: inhibitors; 390,000 compounds, 0.56% hits; note: potency is the fitted concentration of half-maximal effect; nearly all actives have a fitted effect of over 70% in size; inactives centre near 23
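HP1-beta protein (50 nM final) preincubated 30 min at room temperature with biotinylated H3(1-18)K9me3 peptide (50 nM) in PBS pH 7.4, 0.01% Tween-20, then compound added for 30 min. AlphaScreen streptavidin donor/nickel chelate acceptor beads (10 ug/mL final), 30 min dark, luminescence read.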
PI4K2A block: blocks human PI4K2A kinase activity; Q9BTU6; purified PI4K2A, ADP-Glo luminescence, 1 h; stronger effect = lower value; activity change, negative = inhibition, % at 76.9 µM; 420,000 compounds, 0.13% hits; AID 1346378; in the data active = activity change below about -50%; inconclusive = mostly about -30% to -49%;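 note: -100% = wells without enzyme as full effect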
Target sequence (Q9BTU6 whole entry, looked up): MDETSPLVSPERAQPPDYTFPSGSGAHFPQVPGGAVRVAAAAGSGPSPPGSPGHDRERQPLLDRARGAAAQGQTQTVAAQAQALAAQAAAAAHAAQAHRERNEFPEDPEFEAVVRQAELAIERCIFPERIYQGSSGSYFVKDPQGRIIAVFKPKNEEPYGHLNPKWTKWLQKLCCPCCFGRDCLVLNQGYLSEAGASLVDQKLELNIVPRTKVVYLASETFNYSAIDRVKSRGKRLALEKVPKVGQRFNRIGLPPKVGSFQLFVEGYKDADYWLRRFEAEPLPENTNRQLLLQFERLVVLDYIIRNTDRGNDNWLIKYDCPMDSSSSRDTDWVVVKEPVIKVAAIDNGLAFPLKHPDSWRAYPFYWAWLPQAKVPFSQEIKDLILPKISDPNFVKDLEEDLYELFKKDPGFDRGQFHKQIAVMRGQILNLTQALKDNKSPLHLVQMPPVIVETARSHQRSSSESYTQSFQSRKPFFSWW
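Compounds are screened against recombinant PI4K2A using PI as substrate and ATP, the latter dispensed at 300 microM. Reactions run one hour at ambient temperature before ADP-Glo detection; full inhibition defined by wells lacking enzyme.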
GLS inh: inhibitors of human glutaminase (GLS); Potency, µM (titrated, usually from 45.5 µM), without a hit: top-dose activity change, negative = inhibition, hits mostly inhibitors; O94925; 410,000 compounds, 0.21% hits; GLS enzymatic activity, qHTS titration; note: potency is the fitted concentration of half-maximal effect; % is set by controls: 0 for no effect and ±100 for the full control effect
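hKGA; 45 mM KH2PO4 pH 8.2 + 0.02% Tween-20; cpd via pin tool; 1 mM Gln soln; GluOx/HRP/Amplex Red; RT 30 min; fluor. t0 & final.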
BAZ2B inh: BAZ2B (human) inhibition; Q9UIF8; AlphaScreen BAZ2B-H3K14Ac peptide displacement; Potency, µM (series often up to 114 µM), for inactives: at the top dose activity change, negative = inhibition, most hits filed as inhibitors; 360,000 compounds, 4.4% hits; AID 504333; note: potency is the fitted concentration of half-maximal effect; % is set by controls: 0 for no effect and ±100 for the full control effect; nearly all actives have a fitted effect of over 60% in size
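AlphaScreen displacement of biotin-H3(5-23)K14Ac peptide (50 nM final) from BAZ2B (50 nM final) in PBS pH 7.4, 0.01% Tween-20; complex preformed 30 min RT, then compounds (top 110 uM) 30 min RT, beads 20 min dark.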
ALOX12 inh: blocks human arachidonate 12S-lipoxygenase; purified 12hLO, xylenol orange hydroperoxide absorbance; Potency, µM (series often up to 108 µM), inactives show at the top dose activity change, negative = inhibition, hits mostly inhibitors; 580,000 compounds, 1.1% hits; note: potency is the fitted concentration of half-maximal effect; % is set by controls: 0 for no effect and ±100 for the full control effect
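Hydroperoxide product was detected by ferrous iron/xylenol orange as the 573 to 405 nm absorbance ratio. Arachidonic acid at 40 uM (final) was turned over for 30 min at room temperature by 150 nM human 12hLO, pH 7.0 Hepes buffer, after 15 min compound preincubation.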
* hit, by the source's call; ? = inconclusive; · = no result given; & = joins results of further samples; [ ] = another dose, or the depositor's remark. Unless noted, calls come from the whole dose curve; as a rule, active = well fitted curve in the direction sought with a large enough effect; inconclusive = small, poorly fitted or top-dose-only effect, or another doubt; inactive = no such curve, though single readings can be large; an effect the other way counts as inactive or inconclusive.

The line under a structure holds: G9a inh	ERG-DNA inh	JMJD2A Tudor inh	RGS4 inh	HP1b chromo inh	PI4K2A block	GLS inh	BAZ2B inh	ALOX12 inh
[1] O=C(O)c1ccc2c3c(cccc13)C(=O)N(OS(=O)(=O)c1ccccc1)C2=O
  -29.5%	4.8%	?	3.0%	8.4%	-0.6	-3.6%	-32.2%	3.4%
[2] COc1ccccc1/C=C/C(=O)Nc1ccc2c(c1)OCCO2
  -15.3%[59 µM]	5.3%	-34.2%	-7.8%	-3.5%	-3.4	-4.3%	?	-5.5%
[3] NC(=O)c1ccccc1NC(=O)/C=C/c1cccc(Cl)c1
  10.0%	1.0%	2.1%	-6.2%	47.4%	4.7	·	5.1%	-5.4%
[4] CCC(=O)C(C#N)(c1ccc(OC)c(OC)c1)C(C)C (stereo not drawn)
  -7.1%[0.501 µM]	-25.1%	1.4%	-3.6%	51.1%[activator]	0.2	-0.7%	0.0%	8.2%
[5] Cc1ccccc1C(=O)O/N=C(\N)c1ccccc1
  45.5%	-0.4%	42.5%[activator]	13.8%	44.9%[activator]	-12.6	-1.9%	37.1%	0.5%
[6] Cc1ccc(S(=O)(=O)N2CCN(Cc3nnc(-c4c(-c5ccccc5)noc4C)o3)CC2)cc1
  4.6%[59 µM]	9.5%	-8.3%	-2.4%	-2.0%	4.5	-3.9%	1.0%	2.2%
[7] CC(=O)CSc1nc2c(c(=O)[nH]c(=O)n2C)n1Cc1ccccc1Cl
  ·	-4.1%	-1.4%	5.8%	24.1%	2.7	12.5%	10.3%	-22.4%
[8] COc1cccc2c1OCC(CN1CCN(Cc3ccccc3F)C(CCO)C1)=C2 (stereo not drawn)
  ·	-9.4%	-10.6%	-20.6%	29.8%	1.8	0.3%	-7.2%	-11.3%
[9] NC(=O)c1nc(Nc2ccccc2)sc1NC(=O)c1ccccc1Br
  ?	4.3%	-11.0%	-30.0%	13.5%[57 µM]	-4.2	6.0%	5.5%	?
[10] CC(NS(=O)(=O)c1ccc(Cl)cc1)C(=O)Nc1ccc2c(c1)OCCO2 (stereo not drawn)
  15.8%	12.9%	-19.7%	-2.8%	12.5%	-0.2	-3.7%	2.6%	-2.9%

(continued)
The line under a structure holds: G9a inh	ERG-DNA inh	JMJD2A Tudor inh	RGS4 inh	HP1b chromo inh	PI4K2A block	GLS inh	BAZ2B inh	ALOX12 inh
[11] Cc1oc(-c2cccs2)nc1CN1CCN(CC(C)C)C(CCO)C1 (stereo not drawn)
  -36.6%	-6.7%	-4.2%	-4.8%	23.8%	3.3	11.4%	-15.3%	1.2%
[12] COc1cccc(CN2CCNC(=O)C2CC(=O)NCCc2nc(C)c(C)s2)c1OC (stereo not drawn)
  5.9%[12.7 µM]	-14.7%	-11.4%	-20.9%	48.0%[activator]	-0.6	-4.1%	-11.6%	-2.1%
[13] COCCCNC(=O)C(C#N)c1nc2ccccc2nc1N1CCCC1 (stereo not drawn)
  39.8µM*	-6.7%	-5.6%	15.1%	34.0%	-6.8	-7.7%	?	7.4%
[14] Cc1nc(SC(C)C(=O)Nc2cccc(C(F)(F)F)c2)c2c(C)c(C(=O)O)sc2n1 (stereo not drawn)
  -15.0%[12.7 µM]	5.5%	-12.2%	22.1%	24.1%	-23.1	2.9%	?	-0.5%
[15] CCCCOC(=O)c1cccc(NC(=O)/C=C/c2ccccc2Cl)c1
  -2.8%[59 µM]	-4.6%	-12.4%	-1.4%	25.6%	-7.5	-9.5%	14.6%	-15.2%
[16] CCc1ccc(S(=O)(=O)c2cn(C)c3cc(OC)c(OC)cc3c2=O)cc1
  -45.4%[59 µM]	1.3%&-9.5%	?	-28.2%[56.9 µM]	11.9%&28.8%	-0.1&-3.1	-15.2%&-17.2%	-16.0%&-4.1%	-1.4%&-1.6%
[17] CC(=O)c1cccc(NC(=O)c2ccc([N+](=O)[O-])o2)c1
  ·	-1.2%	-16.2%	-2.0%	-5.0%	3.2	4.4%	·	59.5%[activator]
[18] CC1Cc2ccccc2N1C(=O)c1cc2sccc2n1Cc1ccccc1 (stereo not drawn)
  -24.2%	-1.2%	-15.1%	-43.4%	60.2%[activator]	-13.0	-1.8%	14.0%	-8.3%
[19] CC(C)C[C@@H](CN1CCCC1CN1C(=S)NC[C@@H]1Cc1ccc(O)cc1)N1C[C@H](Cc2ccccc2)N(CC2CCCCC2)C1=S (stereo partly drawn)
  ·	-0.4%	?	3.7%	17.0%	-2.9	3.1%	·	-69.5%
[20] O=C(NC1(C(F)(F)F)C(=O)Nc2c1c(=O)[nH]c(=O)n2CCc1ccccc1)c1ccc(Cl)cc1Cl (stereo not drawn)
  4.7%[59 µM]	-3.5%	-1.1%	0.0%	27.1%	10.5	3.8%	-13.9%	-4.5%

(next part)
The line under a structure holds: G9a inh	ERG-DNA inh	JMJD2A Tudor inh	RGS4 inh	HP1b chromo inh	PI4K2A block	GLS inh	BAZ2B inh	ALOX12 inh
[21] Cc1ccc(CNC(=O)C(NS(=O)(=O)c2cccc3nsnc23)c2ccccc2)cc1 (stereo not drawn)
  5.6%	-9.5%	-7.3%	-7.6%	24.4%	-3.0	0.9%	-2.1%	-9.7%
[22] Cc1ccc(NC(=O)c2ccccc2N(C)S(C)(=O)=O)cc1C
  -5.8%[12.7 µM]	-4.3%	-15.3%	6.2%	8.8%	-1.1	-10.0%	-15.6%	?
[23] COc1ccc(N2CCN(C(=O)c3cc4c(-c5cccc(OC)c5)nn(C)c4s3)CC2)cc1
  ?	2.2%	39.8µM*	?	?	-3.4	3.0%	25.1µM*	0.0%
[24] CCN1CCC(O)(/C=C/c2ccc(C(C)C)cc2)C(C(=O)/C=C/c2ccc(C(C)C)cc2)C1 (stereo not drawn)
  ·	·	31.6µM*	?	?	23.5	5.0%	·	1.78µM*
[25] Cc1csc2ncc(C(=O)NCc3ccccn3)c(=O)n12
  22.7%[59 µM]	-9.7%	-19.9%	-15.8%	41.3%[activator]	-1.6	-8.4%	-4.7%	22.4%
[26] CCOc1ccc(NC(=O)c2sccc2-n2cccc2)cc1
  ?	-6.1%	-29.7%	-8.6%	6.7%	-3.1	2.6%	-18.3%	?
[27] CCCCCCC(=O)N/N=C/c1ccco1
  4.3%[59 µM]	9.3%	-5.0%	-40.2%	30.5%	-3.6	-2.2%	-4.4%	-13.6%
[28] CC(=O)/C(C#N)=C1\NC(=O)C(Cc2ccc(F)cc2)S1 (stereo not drawn)
  ?	8.0%	-8.4%	-21.9%	31.8%[activator]	0.7	0.0%	?	?
[29] CC(=O)Oc1c(C)c2c3c(c1OC(C)=O)[C@@H](C)CC[C@@H]3[C@@H](C)C[C@H]2C=C(C)C
  3.3%[0.501 µM]	1.0%	-9.3%	6.9%	36.9%	-2.1	0.7%	7.5%	?
[30] Cc1cn2c(-c3ccncc3)nnc2s1
  -11.2%[12.7 µM]	9.5%	7.6%	-43.3%	35.5%	1.6	-0.1%	0.1%	0.0%

(continued)
The line under a structure holds: G9a inh	ERG-DNA inh	JMJD2A Tudor inh	RGS4 inh	HP1b chromo inh	PI4K2A block	GLS inh	BAZ2B inh	ALOX12 inh
[31] CCn1cc(Br)c(C(=O)NC(=S)Nc2ccc(C(=O)OC)cc2)n1
  -6.9%[59 µM]	-10.1%	-7.3%	8.6%	19.2%	-1.6	-8.7%	4.1%	17.4%
[32] NC(=O)CSc1ncc2c(n1)-c1ccccc1N(Cc1ccc(F)cc1)S2(=O)=O
  0.8%[59 µM]	-0.4%	7.8%	-22.4%	22.0%	5.3	-2.5%	-18.7%	?
[33] O=C(NC(=S)NC1CCS(=O)(=O)C1)c1ccccc1 (stereo not drawn)
  7.2%	22.6%	-9.6%	-14.7%	41.3%[activator]	-1.7	14.3%	-12.7%	62.9%[activator]
[34] CC(=O)NN1C(=O)/C(=C\c2ccc(C)cc2)SC1=S
  15.3%[59 µM]	1.6%	-2.6%	-31.6%	22.4%	10.1	-7.2%	-3.6%	-16.5%
[35] Cc1cc(NC(=O)CCSc2ccccc2)no1
  13.1%	2.4%	0.0%	-10.7%	40.2%[activator]	2.8	-2.9%	5.3%	18.0%
[36] CC1(C)CC(=O)C=C(Nc2ccc(Br)cc2F)C1
  -3.9%[0.501 µM]	-20.3%	-2.7%	-9.4%	52.8%[activator]	-2.1	0.8%	-1.6%	14.5%
[37] COC(=O)c1c[nH]c2c1-c1cc(C(=O)OCc3ccccc3)n(S(=O)(=O)c3ccc(C)cc3)c1C(=O)C2=O
  ·	10.4%	-33.3%	-7.7%	2.0%	-12.4	-1.6%	·	-25.7%
[38] CC(C)c1ccc(NC(=O)C2C3C=CC4(CN(Cc5cccnc5)C(=O)C24)O3)cc1 (stereo not drawn)
  3.5%	4.6%	-15.9%	1.4%	21.2%	-2.3	-5.5%	-2.5%	-14.5%
[39] COc1ccc(SC[C@H](CC(C)C)N2CCN(CCc3ccccc3)CCC2=O)cc1
  -48.5%[59 µM]	-16.4%	-27.5%	-3.8%	24.7%	0.7	-4.0%	?	-20.2%
[40] COc1ccc(-c2nc3sc(CCNC(=O)C(=O)Nc4ccc(OC)c(OC)c4)c(C)n3n2)cc1
  -3.5%[59 µM]	0.9%	1.6%	-1.9%	16.6%	1.3	3.4%	4.1%	-6.6%

Some of the compounds tested, so the mix of outcomes need not match the whole.
